IDH1 R132H inh = qHTS for Inhibitors of mutant isocitrate dehydrogenase 1 (IDH1): qHTS | Isocitrate dehydrogenase [NADP] cytoplasmic (Homo sapiens), O75874 | IDH1-R132H enzyme, NADPH consumption, diaphorase/resazurin fluorescence | Potency, µM (top dose mostly 76.6 µM), inactives show at the highest dose activity change, negative = inhibition, most hits filed as inhibitors | actives 0.093% (n = 390,000) | AID 602179, 2012; also: potency is read from the fitted curve at half-maximal effect; % is scaled to controls: 0 for no effect and ±100 for the full control effect; nearly all actives have a fitted effect of over 65% in size
Target sequence (O75874 whole entry R132H, stated change not applied): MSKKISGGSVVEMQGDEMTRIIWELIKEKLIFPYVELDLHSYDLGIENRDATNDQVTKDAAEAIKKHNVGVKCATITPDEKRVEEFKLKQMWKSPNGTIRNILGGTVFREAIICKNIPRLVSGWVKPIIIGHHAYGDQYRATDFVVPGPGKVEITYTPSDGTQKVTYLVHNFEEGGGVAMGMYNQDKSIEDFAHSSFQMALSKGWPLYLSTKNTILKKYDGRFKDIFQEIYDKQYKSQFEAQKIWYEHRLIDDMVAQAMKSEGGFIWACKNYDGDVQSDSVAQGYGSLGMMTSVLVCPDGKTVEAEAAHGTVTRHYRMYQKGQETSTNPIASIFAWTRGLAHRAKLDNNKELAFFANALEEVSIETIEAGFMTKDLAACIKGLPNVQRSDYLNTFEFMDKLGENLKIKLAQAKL
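IDH1-R132H (0.5 ug/mL dispensed) in pH 7.5 Tris buffer was preincubated 30 min with compound, then given a substrate mix of 0.016 mM NADPH and 2 mM alpha-KG for 80 min at room temperature; remaining NADPH was read by diaphorase/resazurin fluorescence.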
Vif-APOBEC3G blk = qHTS for Inhibitors of Vif-A3G Interactions: qHTS; DNA dC->dU-editing enzyme APOBEC-3G (Homo sapiens), Q9HC16; HeLa A3G-eYFP + Vif (tagged APOBEC3G with the HIV-1 protein that degrades it), YFP fluorescence, overnight; Potency, µM (doses to about 46.1 µM), for the others: at the highest dose activity, negative = active, actives largely listed as inhibitors; actives 0.076% (n = 410,000);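 also: potency is read from the fitted curve at half-maximal effect; % is scaled to controls: 0 for no effect and ±100 for the full control effect; nearly all actives have a fitted effect of over 60% in size; hits raise eYFP signal because A3G escapes Vif-driven loss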
Target sequence (Q9HC16 whole entry, looked up): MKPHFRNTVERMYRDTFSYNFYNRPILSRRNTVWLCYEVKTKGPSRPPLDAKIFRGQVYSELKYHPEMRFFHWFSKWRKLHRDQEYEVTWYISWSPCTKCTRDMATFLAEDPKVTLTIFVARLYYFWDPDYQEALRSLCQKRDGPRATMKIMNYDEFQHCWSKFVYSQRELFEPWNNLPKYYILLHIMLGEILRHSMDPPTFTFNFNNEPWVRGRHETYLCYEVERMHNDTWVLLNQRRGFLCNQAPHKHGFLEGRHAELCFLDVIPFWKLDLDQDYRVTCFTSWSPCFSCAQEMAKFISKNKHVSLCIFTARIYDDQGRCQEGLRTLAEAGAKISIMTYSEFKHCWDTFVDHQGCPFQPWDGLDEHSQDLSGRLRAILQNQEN
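Read-out is eYFP fluorescence (Ex 488/Em 500-530) from Vif-expressing HeLa A3G-eYFP cells; more signal means A3G escaped Vif-mediated degradation. Cells plated overnight, compound pinned in, incubated overnight at 37 deg C.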
rTrxR1 inhibitor = qHTS Assay for Inhibitors of Mammalian Selenoprotein Thioredoxin Reductase 1 (TrxR1): qHTS. Thioredoxin reductase 1, cytoplasmic (Rattus norvegicus), O89049. recombinant rTrxR1, NADPH fluorescence consumption, selenite substrate. Potency, µM (titrated, usually from 114 µM), without a hit: at the top dose activity change, negative = inhibition, hits mostly inhibitors. actives 1% (n = 390,000); also: potency is read from the fitted curve at half-maximal effect; % is scaled to controls: 0 for no effect and ±100 for the full control effect; nearly all actives have a fitted effect of over 65% in size
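Rat TrxR1 (90 nM in the dispensed reagent) was pre-reduced with 400 uM NADPH for 5 min at room temperature, then incubated with compound for 15 min. After 400 uM selenite was added, NADPH fluorescence (Ex 340/Em 450 nm) was followed for 8 min.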
LDHA block = qHTS assay for inhibitors of human lactate dehydrogenase; L-lactate dehydrogenase A chain (Homo sapiens), P00338; purified LDHA, NADH/diaphorase-resazurin fluorescence; stronger effect = lower value; activity change, % (values are at about 110 or 230 µM); actives 0.15% (n = 480,000); in the data active = activity change below about -30%; inconclusive = mostly about -25% to -30%;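 also: plate controls were DMSO wells for no effect and wells without enzyme for full effect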
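Human LDH5 at 2 nM final in Tris HCl pH 7.4 with 0.06 mM NADH and 0.2 mM pyruvate, reacted 5 minutes at room temperature. Remaining NADH coupled via diaphorase/resazurin; resorufin fluorescence read at 0 and 20 minutes, normalized to enzyme-free and DMSO wells.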
Vif-APOBEC3F blk = qHTS for Inhibitors of Vif-A3F Interactions: qHTS; HeLa A3F-eYFP + Vif (tagged APOBEC3F with the HIV-1 protein that degrades it), YFP fluorescence increase; Potency, µM (highest dose often 46.1 µM), inactives show top-dose activity, negative = active; actives 0.2% (n = 390,000); also: potency is read from the fitted curve at half-maximal effect; % of control where 0% means no effect; nearly all actives have a fitted effect of over 65% in size
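HeLa cells stably expressing Vif plus C-terminally eYFP-tagged A3F were seeded, incubated overnight at 37 deg C, dosed with compound, incubated overnight again at 37 deg C. Yellow fluorescence (Ex 488/Em 500-530) reported blocked Vif-mediated A3F-eYFP degradation.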
USP1 inh = Inhibitors of USP1/UAF1: Primary Screen. actives 0.23% (n = 390,000). Ubiquitin carboxyl-terminal hydrolase 1 (Homo sapiens), O94782. Potency, µM (top dose mostly 57.1 µM), for inactives: at the highest dose activity change, negative = inhibition, usual class: inhibitors. recombinant USP1/UAF1, Ub-Rhodamine cleavage fluorescence; also: potency is read from the fitted curve at half-maximal effect; % is scaled to controls: 0 for no effect and ±100 for the full control effect; nearly all actives have a fitted effect of over 60% in size; inactives centre near -12
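USP1/UAF1 complex (1 nM) preincubated 15 min at room temperature with compound, then Ub-Rho substrate (150 nM final) added. Kinetic fluorescence at 480/540 nm over 6 reads at 60 s intervals; 50 mM HEPES pH 7.8, 0.5 mM EDTA, 0.1 mg/ml BSA, 1 mM TCEP, 0.01% Tween-20.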
Glioma ERSR ind = qHTS for Inducers of the Endoplasmic Reticulum Stress Response (ERSR) in Human Glioma: qHTS. Potency, µM, for the others: top-dose activation, hits mostly activators. actives 0.02% (n = 420,000). AID 602332, 2012. U87-MG GRP78 promoter luciferase reporter, 16 h; also: potency is read from the fitted curve at half-maximal effect; series mostly up to about 76 µM; % of control where 0% means no effect; nearly all actives have a fitted effect of over 35% in size
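Stably transfected U87-MG human glioma cells carrying a GRP78-based luminescent sensor were seeded at 1000 cells/well, pin-dosed with compounds and incubated 16 h. Luciferase reagent was then added, and end-point luminescence was read after 10 min at room temperature.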
TrxR1 substrate = qHTS Assay for Substrates of Mammalian Selenoprotein Thioredoxin Reductase 1 (TrxR1): qHTS; Thioredoxin reductase 1, cytoplasmic (Rattus norvegicus), O89049; actives 0.01% (n = 390,000); AID 588456, 2011; Potency, µM (series often up to 114 µM), for inactives: at the highest dose activity change, negative = substrate turnover; purified TrxR1 substrate turnover, NADPH consumption readout; also: potency is read from the fitted curve at half-maximal effect; % is scaled to controls: 0 for no effect and ±100 for the full control effect; nearly all actives have a fitted effect of over 50% in size
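Rat TrxR1, dispensed at 90 nM, was prereduced with 400 uM NADPH (final) for 5 min at ~22 deg C, then incubated with compound 15 min before 400 uM selenite. A first-read NADPH fluorescence drop versus no-compound background flagged substrates.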
RGS4 inh = Inhibitors of Regulator of G Protein Signaling (RGS) 4: qHTS | Regulator of G-protein signaling 4 (Homo sapiens), P49798 | Transcreener GDP fluorescence polarization, RGS4-accelerated GTP hydrolysis | Potency, µM (titrated, usually from 114 µM), inactives show at the highest dose activity change, negative = inhibition, hits mostly inhibitors | actives 0.039% (n = 390,000); also: potency is read from the fitted curve at half-maximal effect; % is scaled to controls: 0 for no effect and ±100 for the full control effect; nearly all actives have a fitted effect of over 75% in size; some results filed as inactive show a strong effect at the top dose
Target sequence (P49798 whole entry, looked up): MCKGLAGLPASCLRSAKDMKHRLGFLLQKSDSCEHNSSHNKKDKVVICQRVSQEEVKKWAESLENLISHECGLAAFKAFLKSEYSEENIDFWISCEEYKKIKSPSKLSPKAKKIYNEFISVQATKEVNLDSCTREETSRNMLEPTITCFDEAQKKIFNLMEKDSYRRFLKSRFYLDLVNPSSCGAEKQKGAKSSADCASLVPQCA
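MLSMR compounds (23 nl, pin-transferred) preincubated 10 min at room temperature with a 500nM (2x) first reagent, then RGS4 at 900nM (2x) plus Transcreener GDP mix added; fluorescence polarization (620/688 nm) read before and after 90 min at 30 °C.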
* marks the source's active call; other numbers are inactive results; ? = inconclusive; & = joins results of further samples; [ ] = another dose, or the depositor's remark. Unless noted, calls follow the shape of the dose curve; as a rule, active = well fitted curve in the direction sought with a large enough effect; inconclusive = small, poorly fitted or top-dose-only effect, or another doubt; inactive = no such curve, though single readings can be large; an effect the other way counts as inactive or inconclusive. A portion of the library. The share of hits here may be higher or lower than overall.

SMILES	IDH1 R132H inh	Vif-APOBEC3G blk	rTrxR1 inhibitor	LDHA block	Vif-APOBEC3F blk	USP1 inh	Glioma ERSR ind	TrxR1 substrate	RGS4 inh
COc1ccc(-c2cn[nH]c2C)cc1	19.9%	2.6%	5.2%[57.1 µM]	-1.6	8.4%	-3.1%	-2.2%	0.7%[57.1 µM]	6.2%
Cc1ccc(NC(=O)c2ccccc2Cl)cc1-n1cnnn1	3.2%	2.6%	15.3%[57.1 µM]	-11.6	3.7%	-14.9%	0.8%	-3.5%[57.1 µM]	-5.8%
OCCNCCNCc1ccccc1OCc1ccccc1	5.3%	-2.2%	10.7%	-2.3	1.3%	-19.2%	15.3%	2.6%	-0.5%
COc1ccccc1CNS(=O)(=O)c1ccc(-c2cnc(C3CC3)o2)cc1	5.8%&7.6%	?	30.5%	-1.5&0.0	-14.4%&-3.5%	-10.1%&-14.6%	-5.2%&-1.5%	9.4%	10.0%&5.7%
O=C(CSc1nnc(CCCO)n1-c1ccccc1)Nc1nccs1	-1.6%	2.7%	16.0%	-6.2	9.1%	-17.4%	-1.6%	5.7%	-16.6%
CCN(CC)c1nn2c(=O)c(C(=O)NCCc3ccccc3)cnc2s1	-6.1%	0.8%	20.0%[57.1 µM]	-2.4	-0.1%	0.8%	-2.9%	35.6%[activator][57.1 µM]	-33.1%
CC1(C)CC(c2nc(-c3ccc(Cl)cc3)cs2)CCS1 (stereo not drawn)	-2.0%	-0.7%	-0.6%[57.1 µM]	-9.8	5.4%	-13.4%	-1.2%	6.2%[57.1 µM]	4.0%
COc1cc(CNCCSc2nnnn2C)ccc1OCc1c(F)cccc1Cl	15.0%	?	10.9%	1.7	2.0%	-21.0%	-2.5%	7.5%[11.4 µM]	-20.9%
COC(=O)C(CO)NC(=O)C(C)NC(=O)CNC(=O)OCc1ccccc1 (stereo not drawn)	-4.7%	-4.7%	14.4%[57.1 µM]	-4.5	11.7%	-14.8%	-2.1%	6.3%[57.1 µM]	7.3%
COc1cc2cc(CCCOC(=O)CCC(=O)O)oc(=O)c2cc1OC	-2.5%	4.1%	2.9%	0.1	5.9%	4.3%	-5.1%	3.4%	15.1%
CCOC(=O)C(NCc1ccccc1OC)(NC(=O)c1ccccc1)C(F)(F)F (stereo not drawn)	-4.1%	-4.0%	-6.5%	-7.1	-4.7%	-10.2%	-8.0%	-4.0%	2.8%
Cc1ccc(-n2nc3c(=O)n(C(C)C(=O)NCc4ccc(OC(C)C)cc4)nc(C)c3c2C)cc1 (stereo not drawn)	-17.0%	3.6%	2.7%	0.4	9.5%	-9.5%	0.0%	-5.2%	-6.0%
O=C(Nc1cc([N+](=O)[O-])ccc1N1CCCC1)c1ccco1	-2.0%	-0.5%	5.5%[57.1 µM]	-8.4	7.3%	-17.6%	18.8%	-1.1%[57.1 µM]	-3.4%
Cc1cc(OC(C)C(=O)N2CCN(c3ccc(F)cc3)CC2)c2c(C)c(C)c(=O)oc2c1 (stereo not drawn)	-7.6%	2.8%	18.6%	-0.3	-15.2%	-15.2%	-6.2%	-2.7%	-5.7%
Cc1ccc(-n2ncc(C(=O)NCc3ccco3)c2C2CCN(C(=O)OC(C)(C)C)CC2)cc1	1.5%	-1.6%	-5.8%	-2.3	1.7%	-8.8%	-0.5%	-9.4%	-10.1%
CCC(C)(C(=O)NC1CCCC1)N(Cc1cccs1)C(C)=O (stereo not drawn)	3.1%	1.7%	-12.6%	-0.7	-5.4%	-16.8%	-1.4%	-5.2%	-21.4%
O=S(=O)(c1ccc(Cl)c(C(F)(F)F)c1)N1CCN(CC(O)COCC2CCCO2)CC1 (stereo not drawn)	2.5%	-5.4%	18.0%	-19.1	3.1%	-1.7%	-1.4%	9.7%	14.4%
Cc1ccc2c(C)c(C(=O)Nc3ccc(S(=O)(=O)Nc4onc(C)c4C)cc3)oc2c1	0.0%	-4.8%	17.2%	-7.0	1.2%	-15.1%	-3.2%	2.1%	-7.2%
Cc1cccc2nc(CSc3nc4ccc([N+](=O)[O-])cc4[nH]3)cn12	2.7%	0.1%	17.0%[57.1 µM]	0.1	-5.1%	-4.1%	-3.0%	8.1%[57.1 µM]	2.1%
Cc1ccc(/C=N\NC(=O)CNC(=O)C23CC4CC(CC(C4)C2)C3)o1	-3.2%	-0.3%	-4.0%	-6.0	-3.2%	5.1%	-0.8%	-6.4%	-1.1%
CC(C)CN1C(=O)c2ccccc2C1(O)Cc1ccccc1 (stereo not drawn)	-2.1%	-0.4%	-23.5%	-4.8	-9.4%	-17.8%	-2.6%	-0.3%	20.2%
COc1ccc(NS(=O)(=O)c2ccc(-n3nnc4ccccc43)c([N+](=O)[O-])c2)cc1	3.4%	1.9%	1.2%	3.5	-2.3%	-18.7%	-1.7%	-6.4%	-21.7%
CCOC(=O)C1(C)C(C(=O)OC)=C(c2ccc(OC)cc2)c2ccccc2N1C(=O)OC (stereo not drawn)	1.3%	3.7%	39.8µM*	-0.1	3.6%	-17.5%	13.3%&-1.6%	2.6%	-30.6%
O=C(CCSCCC(=O)NCC1CCCO1)NCC1CCCO1 (stereo not drawn)	12.8%	-0.3%	14.8%	-6.8	1.6%	-0.3%	-4.6%	-1.8%	-18.3%
CCCN(CCC)C(=O)C1CCN(c2cc(C)nc3c(-c4ccc(Cl)cc4)c(C)nn23)CC1	-1.0%	8.4%	18.8%	2.1	-1.4%	?	-1.6%	7.3%	-15.3%
O=S(=O)(c1cnc[nH]1)N1CCN(C(c2ccc(F)cc2)c2ccc(F)cc2)CC1	-8.9%	2.2%	10.1%	-2.8	10.2%	-11.3%	-4.4%	-1.2%	-10.3%
CC(C)Oc1ccc(CNC(=O)C2CCCCN2S(=O)(=O)c2ccc(F)cc2)cc1 (stereo not drawn)	-2.4%	0.3%	-13.9%[57.1 µM]	0.9	0.3%	?	1.0%	-8.3%[57.1 µM]	-9.8%
Cc1cccc(OCc2nnc(SCC(=O)Nc3sc(C)c(C)c3C#N)n2C)c1	-3.4%	0.0%	11.4%	-9.6	5.8%	-14.5%	-6.6%	5.3%	11.1%
CC(C)CN1C(=O)C(=O)N(CC(=O)N2CCC(Cc3ccccc3)CC2)C1=O	3.7%	0.6%	18.2%[57.1 µM]	-10.2	13.0%	?	3.5%	5.5%[57.1 µM]	-11.8%
N#CCc1ccc(NC(=O)Cn2c(=O)oc3ccccc32)cc1	2.5%	-1.3%	-3.2%[57.1 µM]	-1.3	-20.5%	-8.2%	-4.0%	-2.9%	-4.1%

3 of the entries above in order of their number in Vif-APOBEC3G blk, descending.
| Molecule | Vif-APOBEC3G blk |
| --- | --- |
| O=C(CSc1nnc(CCCO)n1-c1ccccc1)Nc1nccs1 | 2.7% |
| O=C(CCSCCC(=O)NCC1CCCO1)NCC1CCCO1 (stereo not drawn) | -0.3% |
| N#CCc1ccc(NC(=O)Cn2c(=O)oc3ccccc32)cc1 | -1.3% |

New compounds follow:
SMILES	IDH1 R132H inh	Vif-APOBEC3G blk	rTrxR1 inhibitor	LDHA block	Vif-APOBEC3F blk	USP1 inh	Glioma ERSR ind	TrxR1 substrate	RGS4 inh
CCc1cc2c(-c3ccccc3)cc(=O)oc2c2c1OCN(Cc1ccc(C)cc1)C2	-14.2%	2.5%	34.3%	1.3	-2.4%	-3.3%	-3.0%	10.2%	-7.4%
COc1ccc(-c2noc(=O)n2Cc2ccc(F)cc2Cl)cc1	2.8%	-4.5%	12.3%[57.1 µM]	-0.8	10.4%	-19.7%	-5.9%	12.0%[57.1 µM]	11.0%
CCNC(=O)C1CCCN(c2nnc(C)c3c(C)n(-c4ccc(C)cc4)nc23)C1 (stereo not drawn)	11.7%	-2.6%	29.6%	3.2	7.2%	?	-1.3%	12.7%	8.6%
O=C(CN1C(=O)c2cccc3cccc(c23)C1=O)NCCCO	-5.0%	3.1%	18.5%	-5.3	7.3%	-18.4%	5.5%	60.1%[activator]	-10.1%
COc1cc(OC)c(C(=O)COc2ncnc3ccccc23)c(OC)c1	4.2%	-3.7%	-3.8%	4.7	1.9%	-16.0%	1.3%	-5.8%	16.6%
CN1CCN(S(=O)(=O)c2ccc(NC(=O)Cc3ccc([N+](=O)[O-])cc3)cc2)CC1	8.5%	-0.4%	-6.8%	-8.5	4.5%	-16.7%	-1.2%	-10.3%	-14.5%

Bioassay records from PubChem BioAssay.
